HEK293 NFkB inh = lowers PMA/ionomycin-induced NF-kB signal in HEK293 cells; HEK-293 NF-kB luciferase reporter, luminescence; inhibition, % at 3 µM; actives 0.21% (n = 62,000);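 active means inhibition above the mean of all tested compounds plus 3 SD, cut at about 40% in these data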;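 further: 0% = stimulated DMSO wells and 100% = 10 µM reference inhibitor 5653914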
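Timing: 1 h pretreatment, 16 h stimulation, 37 °C; system: HEK-293 cells with stable firefly luciferase reporter driven by four HIV NF-kB elements; doses: 3 µM once, 0.30% DMSO; measured by: luciferase luminescence; control set: DMSO and 10 µM reference inhibitor; repeats: single test; reagent: PMA plus ionomycin mix as NF-kB-activating stimulus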
SF1 activator = activates the human nuclear receptor SF-1 | activation, % at 10 µM | CHO-K1 Gal4-SF-1 LBD luciferase reporter; % increase over DMSO SF-1-specific signal | actives 1.9% (n = 65,000);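 active means activation above the mean activation of all tested compounds plus 3 SD, cut at about 50% in these data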
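Material: Transient Gal4-SF-1 LBD reporter, CHO-K1 | Input: 4,000 cells/well | Dosing: One dose, 10 µM compound, 1% DMSO | Incubation: 20 h compound treatment, 37 °C | Detection: SteadyLite luciferase luminescence | Evaluation: Percent activation relative to DMSO median and mock-transfected background | Benchmarks: DMSO-treated SF-1-transfected cells as negative, DMSO-treated mock-transfected cells lacking SF-1 as background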
tolC growth inh = growth inhibitors of E. coli BW25113 tolC mutant; OD615; growth inhibition, % at 10 µM (by protocol); actives 2.2% (n = 65,000);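 active means growth inhibition at or above a cutoff equal to the mean over every tested compound plus 3 SD, cut at about 60% in these data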;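 further: growth measured after 20 h incubation at 37 °C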
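Test system: tolC-deleted E. coli BW25113; medium: LB with kanamycin 50 µg/mL; compound: single-point testing at 10 µM; incubation: 20 h compound exposure of bacteria at 37 °C; signal: OD at 615 nm; evaluation: growth inhibition in percent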
M1 antagonist = antagonists of rat M1 muscarinic receptor; P08482; CHO-M1 cells, Fluo-4 calcium, ACh EC80 antagonist mode; active compounds read low; B-score at 10 µM; actives 3.4% (n = 64,000); AID 628;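 active means calcium fluorescence response, raw or row-and-column corrected B-score, differing from the plate sample mean either way at a set confidence level, mostly lower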
D1 allo mod = allosterically modulates the human D1 dopamine receptor; HEK293 D1, CRE-luciferase, dopamine EC30 potentiation; actives deviate in either direction; actives 5.9% (n = 58,000); P21728; B-score at 10 µM;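 active means luminescence count or its row- and column-corrected plate score outside the 99.7% band of the plate's sample wells, on either side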
Target sequence (P21728 whole entry, looked up): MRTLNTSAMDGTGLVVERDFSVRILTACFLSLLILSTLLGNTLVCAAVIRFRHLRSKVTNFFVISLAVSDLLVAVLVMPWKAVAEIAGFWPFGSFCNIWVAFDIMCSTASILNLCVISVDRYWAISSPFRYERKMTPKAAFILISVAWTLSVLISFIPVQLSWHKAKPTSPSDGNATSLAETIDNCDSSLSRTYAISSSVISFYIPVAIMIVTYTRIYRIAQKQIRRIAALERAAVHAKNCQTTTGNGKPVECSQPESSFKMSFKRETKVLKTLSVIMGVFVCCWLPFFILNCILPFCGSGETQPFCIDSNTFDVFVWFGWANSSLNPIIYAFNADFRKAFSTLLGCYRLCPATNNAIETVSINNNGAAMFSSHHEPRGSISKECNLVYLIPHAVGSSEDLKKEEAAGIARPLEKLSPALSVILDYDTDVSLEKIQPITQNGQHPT
Jurkat tox 60K = reduces viability or proliferation of Jurkat cells. Jurkat E6.1 viability, ATP luminescence, 48 h. inhibition, % at 4 µM. actives 1.2% (n = 56,000). AID 463;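 active means inhibition above the mean inhibition of all tested compounds plus 3 SD, cut at about 28% in these data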
M1 agonist = agonists of M1 muscarinic receptor; CHO-M1 cells, Fluo-4 calcium fluorescence, agonist mode; active compounds read high; actives 3% (n = 64,000); B-score at 10 µM;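 active means fluorescence rise, raw or as B-score row- and column-corrected plate score, outside the 99.7% band of its plate's samples, either direction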
NADH enzymes = inhibition of NAD/NADH coupling enzymes, library profiling. coupled PK/LDH NADH assays, four targets. IC50, µM (top dose mostly 10 µM), for the others: at the top dose inhibition. actives 0.02% (n = 65,000). AID 774;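 active means single-dose screening hits from any of four coupled enzyme assays that gave an IC50 when retested across doses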;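 further: the DPM-DC format reads NADH fluorescence rather than 340 nm absorbance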
TNAP act mid DEA = human TNAP activation, intermediate phosphate acceptor. P05186. AID 813. activation factor at 20 µM. 64,000 tested, under 10 active. purified TNAP, CDP-star luminescence, 100 mM DEA, 30 min; active compounds read high; scale: 0 levamisole-inhibited, 1 vehicle-only enzyme;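 active means activation factor of at least 2 at 20 µM, relative to controls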
Target sequence (P05186 whole entry, looked up): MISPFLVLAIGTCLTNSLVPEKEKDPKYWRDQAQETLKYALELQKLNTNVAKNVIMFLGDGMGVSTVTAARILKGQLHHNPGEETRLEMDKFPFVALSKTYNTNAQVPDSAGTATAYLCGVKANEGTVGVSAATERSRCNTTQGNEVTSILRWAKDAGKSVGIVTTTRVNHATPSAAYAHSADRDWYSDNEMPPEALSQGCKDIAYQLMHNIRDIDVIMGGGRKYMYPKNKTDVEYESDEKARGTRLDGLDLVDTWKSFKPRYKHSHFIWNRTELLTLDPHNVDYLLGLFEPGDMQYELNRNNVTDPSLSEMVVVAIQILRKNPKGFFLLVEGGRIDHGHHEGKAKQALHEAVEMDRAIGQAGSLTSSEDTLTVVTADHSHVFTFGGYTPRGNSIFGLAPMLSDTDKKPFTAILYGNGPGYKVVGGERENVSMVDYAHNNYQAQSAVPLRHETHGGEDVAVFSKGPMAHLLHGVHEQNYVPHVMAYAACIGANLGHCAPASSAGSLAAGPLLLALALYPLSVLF
* hit, by the source's call; / = no result given; [ ] = remark or other dose. Outcome played no part in choosing rows; 15% or so of the library scored in one or more.

SMILES	HEK293 NFkB inh	SF1 activator	tolC growth inh	M1 antagonist	D1 allo mod	Jurkat tox 60K	M1 agonist	NADH enzymes	TNAP act mid DEA
CCOc1ccc(-n2cnnn2)cc1S(=O)(=O)Nc1c(C)cccc1C	22	-12	4	0	0.86	6	-0.16	3%	1
CC(C)CCN1CC(C(=O)NCc2ccc(F)cc2)CC1=O (configuration not stated)	4	8	-5	0.061	0.61	-9	-0.47	7%	0.9
CC1=C(C(=O)N2CCOCC2)C(c2ccccc2F)C2=C(CCCC2=O)N1 (configuration not stated)	7	3	-13	0.76	/	-4	-0.68	4%[fluoresces]	0.9
Cn1c(=O)cc(OCCCC(=O)N2CCN(c3ccccn3)CC2)c2ccccc21	13	-12	-8	-0.73	0.73	-1	1.2	7%	1
CC(=O)Nc1ccc(NC(=O)Cn2c(CC(=O)N3CCCC3)nc3ccccc32)cc1	12	-4	-6	-0.36	-0.2	4	0.46	5%	0.9
O=C(Nc1ccc(F)c(Cl)c1)c1ccc2c(=O)n3c(nc2c1)CCCCC3	-10	74*	14	-0.97	2	20	-1.2	3%	1
Cc1cc(-c2[nH]nc3c2C(c2ccsc2)C(C#N)=C(N)O3)c(C)s1 (configuration not stated)	8	-2	27	0.29	-0.13	-2	-0.62	4%	1
COc1ccc(OC)c(NC(=O)CN(c2ccc(OC)c(Cl)c2)S(C)(=O)=O)c1	16	-14	24	-0.077	4*	5	-0.62	4%	0.9
Cc1ccc(-c2nn3c(C)nnc3c3ccccc23)cc1S(=O)(=O)NCc1ccco1	30	-11	0	-0.19	-0.14	2	0	4%	0.9
Cc1ccc(-c2nc3nc4ccccc4nc3n2Cc2ccco2)cc1	-45	-59	-4	0.026	-3.3	3	-0.84	12%	0.9
Cc1ccc2cc(CN(Cc3cccs3)Cc3nnnn3CC3CCCO3)c(=O)[nH]c2c1C (configuration not stated)	14	28	2	-0.079	1.8	2	-0.4	9%	0.9
CC(C)C[C@H](NC(=O)Nc1cccc(Cl)c1)C(=O)O	2	2	-5	0.14	-0.54	-5	0.79	4%	0.9
c1ccc2c(-c3ccncc3)c[nH]c2c1	20	13	0	-0.0044	-0.43	-3	1.7	5%	0.8
CCCOc1ccc(N2CC(C(=O)Nc3ccccc3OC)CC2=O)cc1 (configuration not stated)	-3	14	-2	0.085	-0.53	-4	-0.068	2%	1
CCc1cc(=O)oc2cc(C)cc(OCc3nn[nH]n3)c12	8	6	-2	-0.037	-0.078	-5	0.4	8%[fluoresces]	1
CC1CCc2nc(NC(=O)CN3CCN(Cc4ccc5c(c4)OCO5)CC3)sc2C1 (configuration not stated)	20	-28	52	-1.6	0.3	14	-0.36	2%	0.9
Cc1ccc(-n2c(SCn3nnc4ccccc4c3=O)nnc2-c2cccnc2)c(C)c1	4	-8	10	-0.18	0.23	5	-0.92	5%	0.9
Cc1cc(NC(=O)COc2cccc(Oc3ccccc3)c2)no1	-4	3	-7	0.66	-0.16	50*	-0.16	3%	0.8
O=C(Nc1cccnc1N1CCOCC1)c1ccco1	15	-10	-1	0.5	0.52	/	-0.52	3%	0.9
CCOc1cc(NC(=O)C2CCCCC2)c(OCC)cc1NC(=O)c1ccco1	3	-12	-17	0.62	0.93	-4	0.059	12%	1
CCn1cc(C2=NOC(C(=O)Nc3c(C)nn(Cc4ccc(F)cc4)c3C)C2)c(C)n1 (configuration not stated)	10	-29	4	0.71	-1.1	5	-1.2	2%	0.9
CCC(C)NC(=O)C1CC(c2ccc(OC)cc2)=NO1 (configuration not stated)	-7	20	-13	0.79	/	12	0.27	6%	1
Cc1cc(C)n(-c2ccc(C(=O)Nc3ccc4c(c3)OCCO4)cc2)n1	-27	35	8	-0.52	-0.25	6	-0.61	2%	0.9
C=CC(C)n1c(Br)nc2c1c(=O)[nH]c(=O)n2C (configuration not stated)	2	0	-17	0.005	1.4	-12	-0.032	2%	0.9

Reprinted at random: two records from the list.
SMILES	HEK293 NFkB inh	SF1 activator	tolC growth inh	M1 antagonist	D1 allo mod	Jurkat tox 60K	M1 agonist	NADH enzymes	TNAP act mid DEA
Cc1cc(C)n(-c2ccc(C(=O)Nc3ccc4c(c3)OCCO4)cc2)n1	-27	35	8	-0.52	-0.25	6	-0.61	2%	0.9
O=C(Nc1cccnc1N1CCOCC1)c1ccco1	15	-10	-1	0.5	0.52	/	-0.52	3%	0.9

(listing goes on)
SMILES	HEK293 NFkB inh	SF1 activator	tolC growth inh	M1 antagonist	D1 allo mod	Jurkat tox 60K	M1 agonist	NADH enzymes	TNAP act mid DEA
Cc1ccc(-c2cc(C(F)F)n3ncc(C(=O)NCc4ccco4)c3n2)cc1	5	-26	-7	-0.076	-1.8	9	0.51	4%[fluoresces]	0.9
O=C(O)c1ccc(CSc2nc3ccccc3o2)cc1	15	3	20	-0.019	0.045	7	-0.15	6%	1
CC(C(=O)N1CCOCC1)(c1ccccc1)c1ccccc1	18	-8	8	0.47	0.095	/	0.026	6%	0.9
Cc1ccc2ncnc(NCCCN3CCOCC3)c2c1	-9	24	-21	0.88	-0.37	-10	0.4	6%	0.9
CCCn1nc(C(=O)NCCc2ccc(S(N)(=O)=O)cc2)c2ccccc2c1=O	14	-13	0	0.82	-0.27	6	-0.16	7%	0.9
Cc1ccc2c(c1)nnn2C1CCN(S(=O)(=O)c2ccc(C(=O)N3CC(C)CC(C)C3)cc2)CC1 (configuration not stated)	0	24	48	-0.35	0.09	-1	0.022	4%	0.9
CCOC(=O)c1[nH]c(C)c(C(=O)NC2CCCCCC2)c1C	14	0	-10	-0.041	2.3	9	-0.64	6%	1
CC(=O)N1CCN(Cc2cc(=O)n3cc(Cl)c(C)c(Cl)c3n2)CC1	3	3	10	1.2	-1.2	6	0.057	3%	1
Cc1cc(C)c2[nH]c(=O)c(C(c3nnnn3CC3CCCO3)N3CCC(C)CC3)cc2c1 (configuration not stated)	13	-9	29	0.68	-0.64	-3	-0.24	6%	0.9
Cc1c(C)c2cc(Cl)c(O)c(CN3CCCCC3)c2oc1=O	/	-16	24	-0.042	-1.1	/	0.2	1%[fluoresces]	0.9
Nc1ccccc1NC1=CC(=O)CC(c2ccco2)C1 (configuration not stated)	6	5	-8	0.035	0.029	10	-1.4	7%	0.9
Cc1cc(OCC(=O)N2CCCC2)cc(C)c1Cl	15	-10	1	-0.6	-0.75	1	0.11	4%	0.8
CCOC(=O)C1CCN(C(=O)C2CCN(S(=O)(=O)N3CCCC3)CC2)CC1	5	5	-4	-0.82	-0.28	3	0.57	10%	0.9
Cc1cc(C)c(NC(=O)NC(=O)c2ccc(F)cc2)c(C)n1	10	1	-19	-0.28	0.22	7	-0.8	0%	0.9
COc1ccc(-n2nc(C(=O)N3CCCCC3)c3ccccc3c2=O)cc1	9	10	-7	0.65	-0.8	2	0.21	4%	0.9
CCOC(=O)c1cc2n(n1)C(C(F)(F)F)CC(C)N2 (configuration not stated)	2	11	-8	0.54	-0.27	-2	-0.42	9%	0.8
CC(C)OCCCNC(=O)c1cc2c(s1)CS(=O)(=O)C2	3	1	-13	-4.6*	-0.62	/	-0.0011	2%	0.8
Cc1ccc(-c2nnc(N(C)C(=O)c3cccnc3)s2)cn1	14	12	-17	0.08	-0.43	2	-0.028	3%	1
COC(=O)c1ccccc1NC(=O)C1CCN(C(=O)c2cc(OC)c(OC)c(OC)c2)CC1	15	3	5	-1.3	0.91	/	0.14	2%	0.9
CC(C(=O)Oc1ccc2c(c1)OCO2)N1C(=O)c2ccccc2C1=O (configuration not stated)	3	0	1	0.45	0.1	/	0.078	1%	0.9
COc1ccc(-c2cc(-c3ccccc3)n3ncnc3n2)cc1	/	22	1	-0.33	0.95	/	2.1	2%[fluoresces]	0.9
O=C(Nc1ccccc1Cl)c1cccs1	-7	38	-15	0.19	1.2	-3	0.084	4%	0.9
COc1ccc(C(=O)N2CCN(C(=O)CC(C)C)CC2)cc1OC	19	5	-19	-0.24	0.12	-5	0.87	4%	0.9
COc1ccc(CNC(=O)C(C)NC(=O)c2cc3ccccc3o2)cc1 (configuration not stated)	13	6	-14	0.26	0.12	4	0.092	9%	0.5

Gathered by group, the entries above containing a furan ring, fused or not
SMILES	HEK293 NFkB inh	SF1 activator	tolC growth inh	M1 antagonist	D1 allo mod	Jurkat tox 60K	M1 agonist	NADH enzymes	TNAP act mid DEA
Cc1ccc(-c2nn3c(C)nnc3c3ccccc23)cc1S(=O)(=O)NCc1ccco1	30	-11	0	-0.19	-0.14	2	0	4%	0.9
Cc1ccc(-c2nc3nc4ccccc4nc3n2Cc2ccco2)cc1	-45	-59	-4	0.026	-3.3	3	-0.84	12%	0.9
O=C(Nc1cccnc1N1CCOCC1)c1ccco1	15	-10	-1	0.5	0.52	/	-0.52	3%	0.9
CCOc1cc(NC(=O)C2CCCCC2)c(OCC)cc1NC(=O)c1ccco1	3	-12	-17	0.62	0.93	-4	0.059	12%	1
Cc1ccc(-c2cc(C(F)F)n3ncc(C(=O)NCc4ccco4)c3n2)cc1	5	-26	-7	-0.076	-1.8	9	0.51	4%[fluoresces]	0.9
Nc1ccccc1NC1=CC(=O)CC(c2ccco2)C1 (configuration not stated)	6	5	-8	0.035	0.029	10	-1.4	7%	0.9
COc1ccc(CNC(=O)C(C)NC(=O)c2cc3ccccc3o2)cc1 (configuration not stated)	13	6	-14	0.26	0.12	4	0.092	9%	0.5

From PubChem
